Assay outcomes as filed in PubChem.
GPR55 activation – GPR55 agonists via beta-arrestin recruitment, primary screen, imaging, U2OS cells, beta-arrestin-GFP redistribution (AID 1961); U2OS GPR55 beta-arrestin-GFP redistribution imaging; higher % means a stronger effect; activation, % at 10 µM; hits with a dose series show EC50 in µM; hit rate 0.048% among 290,000;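 active means activation above 40% with more than 50 cells counted in the well; inconclusive means wells holding fewer than 50 cells, flagged as toxic or sparse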;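 further: U2OS osteosarcoma cells stably expressing GPR55 and beta-arrestin-GFP; plate controls were DMSO negative control for no effect and LPI positive control for full effect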
GPR35 antagonists – GPR35 antagonists blocking zaprinast-driven arrestin recruitment, primary screen, imaging, U2OS, beta-arrestin-GFP, zaprinast agonist (AID 2058) | G-protein coupled receptor 35 (Homo sapiens) | U2OS GPR35 beta-arrestin-GFP translocation imaging, zaprinast antagonism; higher % means a stronger effect | one-dose inhibition, % at 10 µM; IC50 in µM for titrated hits | hit rate 0.052% among 290,000;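 active means inhibition of at least 50% with at least 30 cells and total cytoplasm GFP at most 10,000,000; inconclusive means under 30 cells or total GFP of 10,000,000 plus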
Myeloid diff MLP – induction of myeloid progenitor differentiation, primary screen, cell-based, flow cytometry, MLPCN library; ER-HoxA9 myeloid progenitors, lysozyme-GFP differentiation; calls only at 10 µM; hit rate 1% among 360,000;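 active means normalized GFP-positive differentiation at or above the plate's own cutoff, the solvent-only control mean plus 3 SD; inconclusive means no clear call, values can overlap the other calls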;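 further: cells exposed to compound for four days before flow analysis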
GPR55 LPI antagonism – GPR55 antagonists blocking LPI-driven arrestin recruitment, primary screen, imaging, U2OS, beta-arrestin-GFP, LPI agonist (AID 2013); G-protein coupled receptor 55 (Homo sapiens); U2OS GPR55 beta-arrestin-GFP translocation imaging, LPI antagonism; higher % means a stronger effect; inhibition, % at 10 µM, or IC50 in µM where a hit was titrated; hit rate 0.13% among 290,000;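 active means spots per cell inhibited over 60%, with over 100 cells counted and total cytoplasm intensity under 500,000; inconclusive means wells with under 100 cells, flagged as likely toxic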;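 further: U2OS cells stably carrying GPR55 and arrestin-GFP stimulated by 5 µM LPI near EC80; imaged beta-arrestin-GFP aggregate spots per cell after agonist stimulation; plate controls were LPI-stimulated DMSO wells for no effect and DMSO wells without LPI for full effect; some results filed as inactive read as strong as hits; confirmed hits need IC50 under 10 µM and bright autofluorescent wells are also inconclusive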
KOR beta-arrestin-1 – KOR antagonists, beta-arrestin recruitment, cell-based, luminescence, uHTS (AID 1778) | Kappa-type opioid receptor (Homo sapiens) | KOR beta-arrestin recruitment, luminescence, antagonist mode; higher % means a stronger effect | hit rate 0.091% among 290,000 | one-dose inhibition, % at 10 µM; IC50 in µM for titrated hits; further: strong numbers were not always called active
KOR beta-arrestin-2 – KOR agonists, beta-arrestin recruitment, primary screen, cell-based, luminescence, uHTS (AID 1777). KOR beta-arrestin recruitment, luminescence; higher % means a stronger effect. one-dose activation, % at 10 µM; EC50 in µM for titrated hits. hit rate 0.02% among 280,000; in the data active means activation above about 50%, passing the limit was not always enough; further: a part of the inactive calls stands beside numbers as strong as those of hits
HIV fusion peptide – inhibitors of HIV fusion peptide binding, primary screen, biochemical, uHTS, fluorescence dequenching (AID 1986). inhibition, % at 20 µM; hits with a dose series show IC50 in µM. hit rate 0.3% among 290,000. cell-free peptide binding, fluorescence dequenching, 30 min; higher % means a stronger effect; in the data active means inhibition mostly above about 52%, no sharp cut-off; inactive means mostly below about 76%; further: some results filed as inactive read as strong as hits
HEK293 NOD2/NF-kB – NOD2 signaling inhibitors, cell-based, luminescence, uHTS, HEK293 (AID 1566); HEK293 NOD2/NF-kB luciferase reporter, luminescence; higher % means a stronger effect; one-dose inhibition, % at 4 µM; EC50 in µM for titrated hits; hit rate 0.63% among 290,000; further: many of its hits are not listed in these tables
NOD1 inhibition – NOD1 signaling inhibitors, primary screen, cell-based, luminescence, uHTS (AID 1578). hit rate 1% among 290,000. NOD1-driven NF-kB luciferase reporter cells, luminescence; higher % means a stronger effect. one-dose inhibition, % at 4 µM; EC50 in µM for titrated hits; in the data active means inhibition mostly above about 36%, no sharp cut-off; inactive means mostly below about 34%;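 further: HEK-293T reporter cells stimulated with the NOD1 agonist gamma-tri-DAP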
Myeloid diff MLP GFP+ MAC1+ % – second read-out of Myeloid diff MLP, no call of its own (marks repeat the call); GFP+ MAC1+ double positive, %; measured here: differentiation confirmed by MAC1 staining
Active calls of the source: *; i = inactive; ? = inconclusive; . = not tested or not shown; [ ] = remark or other dose. Unless noted, no stated cut-off is given here; in the data, active means inhibition above about 50%; inactive means the rest. Not all compounds are listed; rates above refer to the full screens.

SMILES	GPR55 activation	GPR35 antagonists	Myeloid diff MLP	Myeloid diff MLP GFP+ MAC1+ %	GPR55 LPI antagonism	KOR beta-arrestin-1	KOR beta-arrestin-2	HIV fusion peptide	HEK293 NOD2/NF-kB	NOD1 inhibition
CC(Sc1nnc(-c2ccccc2Br)n1-c1cccc(C(F)(F)F)c1)C(N)=O (stereo unspecified)	0.6%	15.7%	i	0.4	-1.3%	13.7%	-0.9%	2.0%	-6.0%	-28.0%
CC1CCCC1/C(=N/O)c1ccccc1 (stereo unspecified)	-0.1%	8.3%	i	0.2	-0.7%	-13.9%	2.2%	0.8%	-13.8%	-8.3%
Cn1c(Cl)nc2ccccc21	0.1%	-3.2%	i	1.4	0.4%	31.8%	-3.5%	-0.5%	26.9%	-18.0%
CCOc1ccc(CN2CCC(C(=O)Nc3cccc(-c4ccn[nH]4)c3)CC2)cc1Cl	0.4%	-26.0%	i	7.2	10.5%	-45.1%	-0.3%	-1.2%	12.3%	-35.5%
COC(=O)c1ccc(C2C(C(=O)c3ccco3)=C(O)C(=O)N2c2cc(C)on2)cc1 (stereo unspecified)	-0.2%	-9.6%	i	0.0	12.3%	-6.8%	4.8%	1.4%	8.8%	-11.2%
CCOc1ccc(S(=O)(=O)Nc2ccncc2)c(C)c1C	0.0%	6.9%	i	0.1	6.0%	-38.4%	1.4%	0.2%	13.0%	-28.7%
CSC(SC)=C(C(C)=O)C(=O)c1ccc(C)cc1	0.5%	2.5%	i	0.3	3.8%	-40.1%	2.5%	0.8%	-25.9%	-36.0%
COC(=O)C1Cc2c([nH]c3ccccc23)CN1 (stereo unspecified)	-0.1%	-5.1%	i	0.7	12.1%	30.2%	-0.5%	0.7%	-0.8%	-3.5%
CC(C)(C)c1[nH]ncc1[N+](=O)[O-]	-0.3%	-7.0%	i	0.3	20.9%	22.7%	-3.5%	-1.4%	10.9%	-6.4%
Cc1csc(NC(=O)CSc2nncn2C)n1	0.1%	3.9%	i	1.1	5.5%	10.1%	-1.2%	-2.2%	11.2%	.
COc1ccc(/C=N/Nc2nnc(-c3ncc[nH]3)c3ccccc23)cc1	0.7%	-5.1%	i	0.9	9.4%	25.5%	-0.2%	-3.8%	-81.3%	0.0%
CCCC(=O)OCCNc1cc(SCCC(=O)OC)c2nonc2c1[N+](=O)[O-]	-0.2%	-22.3%	i	0.2	5.1%	-12.2%	0.0%	-0.4%	18.1%	6.0%
CC(C)=CCCC(C)CN(C)CCc1ccccn1 (stereo unspecified)	0.1%	7.6%	i	1.4	8.0%	-29.9%	6.1%	0.7%	-11.3%	-24.8%
COc1ccc(OC)c(CCNC(=O)c2ccc(CS(=O)(=O)c3ccc(Br)cc3)o2)c1	1.0%	-0.2%	i	0.2	1.3%	7.8%	6.1%	-0.2%	12.7%	5.2%
COc1ccc(/C=C(\NC(=O)c2ccccc2)C(=O)N/N=C/c2sccc2C)cc1	-0.1%	16.0%	i	0.4	-0.4%	3.3%	-6.0%	-2.4%	14.9%	-3.4%
Cc1cc(C(C)(C)C)oc1C(=O)N(CC(=O)NC1CCCC1)c1ccc(F)cc1	0.1%	-1.2%	i	5.8	-3.7%	-28.6%	0.2%	-1.8%	-22.5%	-18.1%
Cc1ccc(OCC(=O)N/N=C\c2ccc(O)c([N+](=O)[O-])c2)c([N+](=O)[O-])c1	0.4%	-2.0%	i	0.3	2.1%	22.8%	-3.5%	13.1%	-12.0%	-39.1%
CCOC(=O)Cc1nnc(NC(=O)Nc2ccccc2)s1	-0.1%	19.3%	i	0.2	13.6%	-10.5%	-6.5%	1.3%	-9.0%	-23.1%
C=CCC(C(=O)OC)(C(=O)OC)c1ccc([N+](=O)[O-])cc1[N+](=O)[O-]	-0.1%	-1.4%	i	0.5	4.6%	-29.8%[20 µM]	1.9%	0.2%	-12.7%	-28.5%
COc1ccc(CCn2c(=N)c(C(=O)NCC3CCCO3)cc3c(=O)n4ccccc4nc32)cc1 (stereo unspecified)	-0.2%	4.3%	?	.	10.6%	-3.0%	4.7%	-0.7%	21.6%	-13.9%
CC(C)C1Nc2ccc(C(=O)NCCCN3CCOCC3)cc2NC1=O (stereo unspecified)	0.3%	-9.2%	i	0.8	-4.3%	-0.4%	3.3%	1.6%	14.9%	-37.9%
CC(=O)c1ccccc1NC(=O)COC(=O)c1ccc2c(c1)nc(C)n2-c1ccccc1	-0.3%	14.3%	.	.	4.6%	-21.6%	-0.6%	-1.5%	12.3%	-9.2%
Cc1c(C)c2ccc(OCC(=O)N[C@@H](Cc3ccccc3)C(=O)O)cc2oc1=O	-0.2%	5.5%	i	3.0	-2.9%	-17.2%[20 µM]	2.5%	20.8%	20.4%	-0.5%
Nc1nc(SCC(=O)Nc2ccc3c(c2)OCO3)n[nH]1	0.3%	9.4%	i	0.3	-1.1%	22.3%	-1.2%	-0.5%	11.5%	-22.3%
CCc1noc(C)c1C(=O)N1CCOCC1	-0.2%	-11.9%	i	0.4	0.5%	-20.5%	-1.7%	1.0%	16.4%	-1.6%

The results go on:
SMILES	GPR55 activation	GPR35 antagonists	Myeloid diff MLP	Myeloid diff MLP GFP+ MAC1+ %	GPR55 LPI antagonism	KOR beta-arrestin-1	KOR beta-arrestin-2	HIV fusion peptide	HEK293 NOD2/NF-kB	NOD1 inhibition
CSc1ccc(NC(=O)c2cccnc2)cc1C#N	0.2%	-10.6%	i	0.2	9.9%	-7.1%	-2.3%	0.6%	-9.8%	-41.9%
O=C(CCCCC(=O)Nc1ccccc1)Nc1ccccc1	0.4%	-4.7%	i	0.4	8.0%	-7.6%[20 µM]	-2.6%	-2.1%	5.1%	-15.3%
COC(=O)c1c(O)cc(=O)n2c1CCCCC2	-0.4%	-6.1%	i	1.0	2.9%	6.1%	0.2%	0.4%	4.6%	-37.6%
CCc1ccc(N(CC(=O)NC2CCCC2)C(=O)CCC(=O)Nc2ccccn2)cc1	?	11.9%	i	0.3	1.8%	-17.2%	9.6%	-1.3%	-12.4%	-9.6%
CC1(C)Nc2ccccc2N(CC(=O)N2CCCCC2)C1=O	0.0%	-0.1%	i	0.5	8.7%	30.1%	-3.2%	2.7%	0.1%	-2.5%
O=C(Oc1ccc(Cl)c2cccnc12)C12CC3CC(CC(C3)C1)C2	-0.1%	-4.6%	i	0.5	-6.7%	11.5%	-3.5%	-2.1%	11.7%	-3.8%
CCOc1cccc(C2C(C(=O)c3ccc(C)o3)=C(O)C(=O)N2Cc2ccncc2)c1 (stereo unspecified)	-2.3%	3.8%	i	1.5	11.6%	-25.6%	-1.5%	1.6%	-11.5%	3.0%
COc1ccc(NC(=S)Nc2cccc(Cl)c2Cl)cc1OC	0.3%	-9.9%	i	2.0	-0.1%	-19.0%	1.6%	-1.4%	15.5%	-22.7%
Cc1cc(C)c(S(=O)(=O)N2CCOC2CNC(=O)C(=O)NCc2cccnc2)c(C)c1 (stereo unspecified)	1.3%	1.4%	i	0.9	9.6%	-6.2%	-1.6%	0.5%	12.8%	-3.2%
O=C(Nc1c(C(=O)Nc2cccc3ccccc23)cnn1-c1ccccc1)c1ccco1	-0.3%	-16.3%	i	0.5	-0.2%	-43.4%	1.9%	5.1%	4.2%	-2.7%
Cc1nonc1C(=O)N1CCCC(N2CCN(c3ccc(F)cc3)CC2)C1 (stereo unspecified)	-0.1%	-1.5%	i	0.9	7.1%	-27.2%	2.1%	-0.1%	-3.5%	-36.6%
O=C(O)C1C(=O)NCC1c1ccccc1 (stereo unspecified)	-0.1%	3.3%	i	0.1	4.9%	8.5%	-4.7%	-1.1%	12.5%	-28.3%
O=C(COC(=O)c1ccccc1C(=O)c1ccccc1)Nc1ccc(SC(F)F)cc1	0.5%	-3.6%	i	0.2	7.5%	0.0%	-3.3%	0.9%	-3.3%	7.1%
C/C(CCC1CC(C)OC1=O)=N\NC(N)=S (stereo unspecified)	-0.3%	4.3%	i	0.8	7.6%	5.7%	-2.9%	-0.5%	-17.1%	-9.5%
CC(C)(C)c1ccc(-c2nc(C#N)c(NCc3ccncc3)o2)cc1	0.3%	-6.0%	i	2.6	-14.0%	0.6%	17.9%	-0.1%	-20.3%	-40.9%
CCc1ccc(NC(=O)CSc2nc(NS(=O)(=O)c3ccccc3)cc(=O)[nH]2)cc1	0.2%	6.6%	i	0.3	-6.7%	-3.2%[20 µM]	.	-0.6%	6.9%	-43.5%
O=C(COC(=O)CCc1ccc(S(=O)(=O)N2CCOCC2)cc1)NCc1ccc(Cl)cc1	-0.4%	5.6%	i	0.4	4.6%	22.1%	-1.0%	0.0%	8.2%	-20.0%
CCOC(=O)c1sc(Nc2nc(C)cc(C)n2)nc1C	0.3%	14.8%	?	.	-10.0%	-8.8%	0.4%	1.5%	-9.4%	-1.7%
Cc1cc(SCc2cc(=O)n3ccsc3n2)nc2ccccc12	0.2%	-20.5%	i	0.6	-17.6%	-24.9%	3.1%	1.0%	-6.1%	9.4%
CC1Cc2cc(S(=O)(=O)NCc3ccccc3)ccc2N1C(=O)C1CC1 (stereo unspecified)	-0.1%	0.2%	i	5.6	0.9%	-1.4%	1.2%	-1.7%	17.6%	-4.7%
CCOc1ccc(-c2nc(N)ncc2Oc2ccc(OC)cc2)c(O)c1	0.2%	-3.9%	i	0.7	8.4%	0.7%	-1.8%	-1.8%	11.6%	0.9%
CC(=O)Nc1nc(-c2cccs2)cs1	-0.1%	-16.7%	i	0.3	-16.3%	-47.3%	10.2%	0.1%	-10.9%	-23.6%
CCN1CCN(CCNC(=O)c2ccc(/C=C3/Sc4ccccc4N(Cc4cccc(Cl)c4)C3=O)cc2)CC1	-0.4%	-2.5%	i	0.7	7.6%	-40.4%	-5.2%	3.2%	5.7%	-4.4%
CC(C)(C)NC(=O)CN(Cc1cccnc1)C(=O)c1csnn1	-0.2%	27.7%	i	0.5	-4.8%	-5.7%	-2.5%	0.4%	5.9%	-3.7%
O=C(CN1C(=O)COCC1=O)N1CCOCC1	-0.1%	-10.8%	i	0.0	11.9%	-10.3%	-3.5%	0.8%	5.5%	-16.7%
C=CCOc1ccc(NC(=O)C2CC(=O)N(C(C)C)C2)cc1 (stereo unspecified)	0.2%	-11.1%	i	0.5	-6.9%	-13.2%	-0.9%	0.3%	-10.3%	-14.6%
